Compound activity as filed in PubChem.
Glioma ERSR ind: inducers of ER stress response in human glioma cells; U87-MG GRP78 promoter luciferase reporter, 16 h; Potency, µM, for inactives: at the top dose activation, usual class: activators; AID 602332; 420,000 tested, 0.02% active; note: potency is the fitted concentration of half-maximal effect; series mostly up to about 76 µM; % of control where 0% means no effect; nearly all actives have a fitted effect of over 35% in size
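Stably transfected U87-MG human glioma cells carrying a GRP78-based luminescent sensor were seeded at 1000 cells/well, pin-dosed with compounds and incubated 16 h. Luciferase reagent was then added, and end-point luminescence was read after 10 min at room temperature.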
D1 agonist: activates the human D1 dopamine receptor; P21728; HEK293 T-REx D1 cells, calcium flux, agonist mode; activation, % at 2 µM; 360,000 tested, 1% active; in the data active = activation above about 30%; note: 0% is about no effect
Target sequence (P21728 whole entry, looked up): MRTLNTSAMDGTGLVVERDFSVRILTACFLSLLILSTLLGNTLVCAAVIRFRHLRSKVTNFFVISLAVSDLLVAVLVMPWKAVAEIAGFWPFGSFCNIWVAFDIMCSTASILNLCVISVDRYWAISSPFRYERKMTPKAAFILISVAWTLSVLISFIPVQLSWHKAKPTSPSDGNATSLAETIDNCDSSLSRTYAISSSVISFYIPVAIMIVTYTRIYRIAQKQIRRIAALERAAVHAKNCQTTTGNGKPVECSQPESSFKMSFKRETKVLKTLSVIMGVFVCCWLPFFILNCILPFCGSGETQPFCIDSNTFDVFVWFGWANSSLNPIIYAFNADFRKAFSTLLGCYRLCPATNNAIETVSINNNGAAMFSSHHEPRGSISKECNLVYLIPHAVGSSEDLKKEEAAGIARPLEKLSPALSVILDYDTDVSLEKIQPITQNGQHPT
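Tetracycline-induced HEK293 TREx D1 cells, force-coupled to calcium signalling, were dye-loaded with a no-wash calcium kit. Compound was pin-added after a 10 s baseline. Fluorescence was read kinetically at 1 cycle/s for 180 s, with calcium rises flagged as agonism.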
D1 antag: human D1 dopamine receptor antagonism. P21728. HEK293 TREx D1 cells, calcium flux, dopamine EC80; active compounds read low. activity change, negative = inhibition, % at 10 µM. 360,000 tested, 3.2% active; in the data active = activity change below about -30%; note: % is set by controls: 0 for no effect and ±100 for the full control effect
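Cells carrying a force-coupled, tetracycline-inducible human D1 receptor report calcium flux. Each well gets a 10 s baseline, compound with 180 s monitoring, then an EC80 dopamine stimulus with a second 180 s kinetic read.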
Vif-A3F inh: Vif-A3F binding inhibition | HeLa A3F-eYFP + Vif (tagged APOBEC3F with the HIV-1 protein that degrades it), YFP fluorescence increase | Potency, µM (titrated, usually from 46.1 µM), for inactives: at the highest dose activity, negative = active | 390,000 tested, 0.2% active; note: potency is the fitted concentration of half-maximal effect; % of control where 0% means no effect; nearly all actives have a fitted effect of over 65% in size
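Fluorescence increase (Ex 488/Em 500-530) after overnight compound treatment at 37 deg C flags inhibition of Vif-driven A3F-eYFP loss in stable HeLa A3F-eYFP/Vif cells seeded overnight beforehand.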
RXFP1 agonist: agonists of human relaxin receptor RXFP1; AID 2676; 370,000 tested, 0.3% active; HEK293T-RXFP1 cAMP TR-FRET, 30 min; response scale: percent of porcine relaxin response, buffer zero; Potency, µM (doses to about 57.5 µM), for the others: at the top dose activation, usual class: activators; note: potency is the fitted concentration of half-maximal effect; % is set by controls: 0 for no effect and ±100 for the full control effect; nearly all actives have a fitted effect of over 60% in size; many of its hits are not listed in these tables
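HEK293T cells stably expressing RXFP1 were pretreated with the PDE4 inhibitor Ro 20174, exposed to compounds for 30 min at 37C, lysed, and cAMP was read by TR-FRET. Data normalized to buffer (basal) and 29 nM porcine relaxin (100%).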
D2 PAM: positive allosteric modulators of human D2 dopamine receptor; potentiation, % at 10 µM; P14416; HEK293 T-REx D2, calcium flux, EC20 dopamine potentiation; AID 485347; 340,000 tested, 0.34% active;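 active = potentiation over 3 SD above the plate norm, cut at about 30% in these data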; note: 0% is about no effect
Target sequence (P14416 whole entry, looked up): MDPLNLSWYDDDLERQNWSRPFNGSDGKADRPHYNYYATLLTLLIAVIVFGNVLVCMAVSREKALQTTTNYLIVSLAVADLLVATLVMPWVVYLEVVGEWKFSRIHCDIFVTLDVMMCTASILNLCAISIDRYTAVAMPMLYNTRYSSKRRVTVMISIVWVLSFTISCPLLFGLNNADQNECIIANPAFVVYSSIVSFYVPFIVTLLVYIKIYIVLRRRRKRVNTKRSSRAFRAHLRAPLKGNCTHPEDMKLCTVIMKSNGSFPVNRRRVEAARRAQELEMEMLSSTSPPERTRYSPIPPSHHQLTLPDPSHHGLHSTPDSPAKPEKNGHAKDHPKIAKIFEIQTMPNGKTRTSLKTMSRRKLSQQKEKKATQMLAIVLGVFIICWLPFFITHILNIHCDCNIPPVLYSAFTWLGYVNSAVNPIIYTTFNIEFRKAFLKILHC
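Potentiation of an EC20 dopamine calcium response is measured in a force-coupled, tetracycline-inducible Hek293 Trex D2 line. Compound-only kinetic reads over 180 s flag agonists before dopamine addition.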
D1 potentiator: human D1 dopamine receptor positive modulation; P21728; HEK293 TREx D1 cells, calcium flux, dopamine EC20 potentiation; potentiation, % at 10 µM; 360,000 tested, 0.036% active; AID 504651; in the data active = potentiation above about 30%; note: 0% is about no effect
LDHA block: inhibitors of human lactate dehydrogenase A; P00338; AID 1347041; activity change, % (values are at about 110 or 230 µM); purified LDHA, NADH/diaphorase-resazurin fluorescence; active compounds read low; 480,000 tested, 0.15% active; in the data active = activity change below about -30%; inconclusive = mostly about -25% to -30%;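 note: plate controls were DMSO wells for no effect and wells without enzyme for full effect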
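Enzyme activity of human lactate dehydrogenase 5 (2 nM; 0.06 mM NADH, 0.2 mM pyruvate, 5 min, RT) is measured via a resazurin/diaphorase fluorescence readout of residual NADH.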
Vif-A3G inh: Vif-A3G binding inhibition | 410,000 tested, 0.076% active | HeLa A3G-eYFP + Vif (tagged APOBEC3G with the HIV-1 protein that degrades it), YFP fluorescence, overnight | Q9HC16 | Potency, µM (highest dose often 46.1 µM), for inactives: top-dose activity, negative = active, actives largely listed as inhibitors | AID 602310;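 note: potency is the fitted concentration of half-maximal effect; % is set by controls: 0 for no effect and ±100 for the full control effect; nearly all actives have a fitted effect of over 60% in size; hits raise eYFP signal because A3G escapes Vif-driven loss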
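HeLa cells stably expressing Vif and C-terminally eYFP-tagged A3G, seeded overnight at 37 deg C, then exposed to compound by pintool overnight at 37 deg C. Rise in yellow fluorescence (Ex 488/Em 500-530, Acumen) marks blocked Vif-driven A3G degradation.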
Starred values were filed as active, the others as inactive; ? = inconclusive; . = no result given; & = joins results of further samples. Unless noted, calls come from the whole dose curve; as a rule, active = well fitted curve in the direction sought with a large enough effect; inconclusive = small, poorly fitted or top-dose-only effect, or another doubt; inactive = no such curve, though single readings can be large; an effect the other way counts as inactive or inconclusive.

Fields: Glioma ERSR ind, D1 agonist, D1 antag, Vif-A3F inh, RXFP1 agonist, D2 PAM, D1 potentiator, LDHA block, Vif-A3G inh
O=C(c1ccc2c(c1)N(Cc1ccccc1)C(=O)c1ccccc1S2)N1CCCC1
→ -5%, 13, 6, 9%, -1.8%, 20, 2, -6, 3%
COC(=O)C1=CN(Cc2ccc(OC)c(OC)c2)C=C(C(=O)OC)C1c1cccc(F)c1
→ -6%, 5, -21, 3%, 4.1%, -4, 1, 0, -5%
O=C(c1ccc2c(c1)OCO2)N1CCN(c2ccccn2)CC1
→ 1%, 1, 13, -4%, -0.3%, 2, -3, -9, -1%
CCOc1ccccc1CN1CCN(C2CCN(c3ccccc3F)CC2)CC1CCO (centres undefined)
→ -4%, 0, 4, -16%, -0.5%, -15, -5, -1, -4%
CCOCC(=O)N1CCC(Cc2ccccc2)CC1
→ -2%, 0, -6, 1%, 0.1%, 0, -2, -4, 2%
O=C(O)CN1C(=O)c2cccc(Oc3ccc(Cl)cc3)c2C1=O
→ -5%, 2, -2, 2%, 2.6%, 4, 3, 5, 2%
NC(N)=NCC(O)CN(c1ccccc1)c1ccccc1 (centres undefined)
→ 3%, -1, -11, 0%, 3.1%, 6, -6, 0, -6%
CN(C)S(=O)(=O)c1cccc(C(=O)Nc2cc3c(cc2C(=O)O)OCCCO3)c1
→ 2%, 0, 6, 4%, 1.8%, 30, -1, -1, 1%
N#Cc1ccccc1CN1C(=O)c2ccccc2Sc2ccc(C(=O)OCc3ccco3)cc21
→ 0%, 11, 2, -4%, 0.0%, 5, -4, -5, -1%
COc1ccc(C(=O)N2CCc3cc4c(cc3C2C)OCCCO4)cc1 (centres undefined)
→ 2%, -1, 1, 3%, -1.6%, 4, -2, 6, 2%
Clc1ccc(CN2CCN(c3ncccn3)CC2)cc1Cl
→ -1%, 6, -3, -3%, 1.0%, -35, 0, -9, 1%
Cc1sc(NC(=O)c2ccc(Br)s2)c(C(N)=O)c1C
→ 7%, -3, 19, 0%, 4.0%, 6, 31*, 1, -2%
CCCCC(=O)OC1=C(C(=O)c2ccccc2)N(C)S(=O)(=O)c2ccccc21
→ 4%, 9, 4, 3%, 1.4%, 4, 1, -4, ?
CCCc1cc(=O)oc2c3c(c4c(c12)OC(C)(C)C=C4)OC(C)C(C)C3O (centres undefined)
→ -12%, 5, 23, 5%, 9.4%, 1, 0, 7, -8%
CCCc1nnc(SCC(=O)N2CCOCC2)n1C
→ -4%, 2, -15, 3%, 1.1%, -6, -3, -9, -8%
O=C(O)C(Cc1c[nH]c2ccccc12)N1C(=O)C2C3c4ccccc4C(c4ccccc43)[C@@H]2C1=O (some centres undefined)
→ -4%, 1, 0, 16%, 2.1%, 7, 3, -5, 0%
C=CCNC(=O)COC(=O)COc1ccc(Cl)cc1C
→ -4%, 3, 1, -17%, 0.9%, -8, 1, -2, 2%
CCOCCCn1c(=N)c(S(=O)(=O)c2ccc(C)cc2)cc2c(=O)n3cccc(C)c3nc21
→ -3%, -1, -6, -9%, -1.3%, -17, 2, -15, 0%
CCOC(=O)c1[nH]c(C)c(/C(O)=C2\C(=O)C(=O)N(CCCn3ccnc3)C2c2ccncc2)c1C (centres undefined)
→ -6%, 3, -20, -16%, 7.5%, 16, -6, 5, -5%
CC(=O)CC(=O)Nc1ccc(Nc2ccccc2)cc1
→ -2%, 1, 1, 3%, 0.2%, -4, -2, 0, -5%
CN(CCCn1c(=S)[nH]c2ncccc2c1=O)Cc1ccccc1
→ -3%, 3, -12, -4%, 4.0%, ., -4, -4, 3%
CS(=O)(=O)N1CCN(c2ccccc2NC(=O)c2ccc3ccccc3c2)CC1
→ 4%, 0, -4, -1%, -2.5%, 1, -3, -3, 0%
CCCc1cc(C(=O)Nc2cnn(Cc3ccc(F)cc3)c2)no1
→ 4%, 1, 9, -4%, 1.2%, -8, -5, 0, -4%
Fc1ccc2nc(N3CCCCC3)sc2c1
→ -1%, 2, -27, 2%, 1.3%, -7, -8, -13, -3%
CCOc1ccc(CCNC(=O)c2nn(-c3ccc(OC)cc3)c(=O)c3c2c2ccccc2n3C)cc1OCC
→ ., 0, -4, ., -0.2%, 18, -2, -3, .
Brc1ccc(-c2nnc(-c3cccc(Br)c3)o2)cc1
→ 5%, 6, -7, -1%, -0.7%, -1, 0, -7, -2%
Cc1ccc(NS(=O)(=O)c2ccccc2Cl)c2c1CC(C)(C)O2
→ -4%, 5, 11, 2%, 1.5%, -4, -5, 1, 5%
C=CCNC(=S)N/N=C(\C)c1ccc(-n2ccnc2)cc1
→ -5%, 2, -4, ?, 0.0%, 4, -3, -6, -6%
CN(CCOc1ccc(Cl)cc1)CC(=O)Nc1ccc(OC(F)(F)F)cc1
→ 1%, -1, -9, -16%, -1.6%, -5, -4, 2, 3%
CN1CCN(c2ncccc2S(=O)(=O)N2CCCCC2)CC1
→ -5%, 2, -17, 3%, 0.2%, -14, -8, -7, 0%

(further entries)
Fields: Glioma ERSR ind, D1 agonist, D1 antag, Vif-A3F inh, RXFP1 agonist, D2 PAM, D1 potentiator, LDHA block, Vif-A3G inh
CCCCn1nnc(NC(=O)COc2cc(C)ccc2C(C)C)n1
→ 5%, 19, -6, 0%, 2.6%, 0, 1, -2, -2%
O=C(CNS(=O)(=O)c1ccccc1F)OCC(=O)c1c[nH]c2ccccc12
→ -6%, 0, -7, -7%, 0.1%, 3, -3, -8, -11%
Cc1occc1-c1nnc(SCC(=O)O)n1-c1ccccc1
→ 1%, 4, 7, 1%, -1.4%, 7, -1, 0, 0%
C[C@@H](OC(=O)c1[nH]cnc1C(=O)N1CCN(C(=O)OC(C)(C)C)CC1)c1ccccc1
→ -2%, ., ., -1%, ., ., ., -1, 1%
CCOc1ccc(S(=O)(=O)N2Cc3ccccc3CC2C(=O)O)cc1 (centres undefined)
→ -10%, 2, -23, -12%, 0.0%, -3, -3, 2, 4%
COc1ccccc1N1CCN(C(=O)c2ccc(NS(=O)(=O)c3ccc(C)cc3)cc2)CC1
→ -2%, 10, 4, -9%, 1.1%, 10, -3, -3, -1%
CCCCn1c(N)c(N(CC(C)C)C(=O)c2oc3ccc(OC)cc3c2C)c(=O)[nH]c1=O
→ -3%, 2, 35, -5%, -1.0%, 18, -4, -3, 2%
CN(C)C(CNC(=O)CCc1nc2cc(Cl)ccc2n(Cc2ccccc2)c1=O)c1ccccc1 (centres undefined)
→ -6%, 8, 20, -9%, 1.0%, -13, 4, 2, -10%
O=[N+]([O-])c1cc(Br)c(O)c(/C=N/Nc2nnnn2-c2cccc3ccccc23)c1
→ -5%, 21, -20, 7%, 1.4%, -13, -2, -37*, -5%
COc1ccc(NC(=O)CSc2nnc(NC(=O)NC3CCCCC3)s2)cc1OC
→ -2%, -1, ., -1%, -4.7%, 10, -1, -5, -4%
Cc1nc2ccccn2c(=O)c1NC(=O)c1cccs1
→ -2%, 2, -3, -4%, 2.8%, -1, -4, 6, 0%
Cc1cccc(N(C2C=CS(=O)(=O)C2)S(=O)(=O)c2ccccc2)c1 (centres undefined)
→ -1%, 0, -60*, 5%, 1.5%, 1, -5, -6, 2%
CCS(=O)(=O)N1CCC(C(=O)NCc2ccccc2OC)CC1
→ -2%, -1, -43*, -2%, 2.0%, 10, -2, 2, 1%
COc1cc(NS(=O)(=O)c2ccc(F)cc2)c(C(=O)O)cc1OC
→ 0%, 1, -19, ., -0.8%, 0, -7, -2&6, 2%
Cc1ccc(NC(=O)C2CCCN(c3ncccn3)C2)cc1F (centres undefined)
→ 9%, 0, 4, -6%, 1.5%, -7, -2, -10, -2%
COc1ccccc1N1CCN(C(=O)CCCCCn2c(=O)[nH]c3ccsc3c2=O)CC1
→ 0%, 1, -26, 7%, 1.6%, 6, -4, -2, -8%
COc1ccc(C)cc1NC(=O)c1ccc(NS(=O)(=O)c2c(C)noc2C)cc1
→ 3%&0%, 0&0, -14&3, 3%&-1%, 2.4%&2.3%, 10&7, -7&1, -4&-2, -5%&-1%

Gathered by group: the entries above containing an NH in an aromatic ring (7)
Fields: Glioma ERSR ind, D1 agonist, D1 antag, Vif-A3F inh, RXFP1 agonist, D2 PAM, D1 potentiator, LDHA block, Vif-A3G inh
O=C(O)C(Cc1c[nH]c2ccccc12)N1C(=O)C2C3c4ccccc4C(c4ccccc43)[C@@H]2C1=O (some centres undefined)
→ -4%, 1, 0, 16%, 2.1%, 7, 3, -5, 0%
CCOC(=O)c1[nH]c(C)c(/C(O)=C2\C(=O)C(=O)N(CCCn3ccnc3)C2c2ccncc2)c1C (centres undefined)
→ -6%, 3, -20, -16%, 7.5%, 16, -6, 5, -5%
CN(CCCn1c(=S)[nH]c2ncccc2c1=O)Cc1ccccc1
→ -3%, 3, -12, -4%, 4.0%, ., -4, -4, 3%
O=C(CNS(=O)(=O)c1ccccc1F)OCC(=O)c1c[nH]c2ccccc12
→ -6%, 0, -7, -7%, 0.1%, 3, -3, -8, -11%
C[C@@H](OC(=O)c1[nH]cnc1C(=O)N1CCN(C(=O)OC(C)(C)C)CC1)c1ccccc1
→ -2%, ., ., -1%, ., ., ., -1, 1%
CCCCn1c(N)c(N(CC(C)C)C(=O)c2oc3ccc(OC)cc3c2C)c(=O)[nH]c1=O
→ -3%, 2, 35, -5%, -1.0%, 18, -4, -3, 2%
COc1ccccc1N1CCN(C(=O)CCCCCn2c(=O)[nH]c3ccsc3c2=O)CC1
→ 0%, 1, -26, 7%, 1.6%, 6, -4, -2, -8%

The list is partial; the hit share may differ from the screen's.
